Assay outcomes (PubChem)
TbREL1 inh = TbREL1 inhibition, primary screen | P86926 | hit rate 0.49% among 89,000 | AID 1117264 | inhibition, % at 9.66 µM | TbREL1 RNA ligation, FRET fluorescence;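 active = inhibition above the mean inhibition across all screened compounds plus 3 SD, cut at about 11% in these data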;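 note: 0% = plate median of test wells and 100% = NSC42067 control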
Target sequence (P86926 whole entry, looked up): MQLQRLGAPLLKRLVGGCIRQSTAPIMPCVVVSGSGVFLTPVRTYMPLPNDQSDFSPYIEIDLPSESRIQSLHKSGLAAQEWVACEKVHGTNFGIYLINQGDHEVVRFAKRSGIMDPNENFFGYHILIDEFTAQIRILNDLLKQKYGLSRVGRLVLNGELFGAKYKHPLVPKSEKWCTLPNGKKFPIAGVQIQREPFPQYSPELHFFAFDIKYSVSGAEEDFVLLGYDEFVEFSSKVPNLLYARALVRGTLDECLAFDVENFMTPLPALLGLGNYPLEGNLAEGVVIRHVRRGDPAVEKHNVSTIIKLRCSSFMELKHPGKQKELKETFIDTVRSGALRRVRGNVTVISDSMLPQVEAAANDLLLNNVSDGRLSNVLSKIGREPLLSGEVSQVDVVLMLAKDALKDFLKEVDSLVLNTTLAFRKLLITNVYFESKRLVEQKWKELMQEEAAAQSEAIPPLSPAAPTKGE
Numbers without * were called inactive. An excerpt; rates above refer to the full screens.

compound	TbREL1 inh
COc1ccc(-c2ccc(CN3C(C(C)C)C(=O)N(Cc4cn(Cc5ccco5)nn4)CCS3(=O)=O)cc2)cc1 (stereo unspecified)	-2
Cn1c(SCC(=O)c2ccccc2)nnc1C1COc2ccccc2O1 (stereo unspecified)	0
CCOc1ccc(N(CC(=O)N2CCCC2)S(=O)(=O)c2c(C)noc2C)cc1	-3
Cc1nn(Cc2c(Cl)cccc2Cl)c(C)c1NC(=O)c1sc2ccccc2c1Cl	-2
O=C(N/N=C/c1ccco1)c1cc(-c2ccccc2)n[nH]1	1
CC(=O)c1cccc(NC(=O)C2C3CCC(C3)C2C(=O)O)c1 (stereo unspecified)	1
COc1cccc(N2CCN(C(=O)C3C4C=CC5(CN(Cc6ccccc6Cl)C(=O)C35)O4)CC2)c1 (stereo unspecified)	5
O=C(C1CCCN(S(=O)(=O)c2cnc[nH]2)C1)N1CCN(c2ccc(Cl)cc2)CC1 (stereo unspecified)	-6
Cc1nc(N2CCCCC2)c2sc(=S)n(C)c2n1	2
CC1CN(c2cnn(C(C)C)c(=O)c2Cl)CC(C)O1 (stereo unspecified)	3
Cc1nn(CC(=O)NC(=O)NC2CCCC(C)C2C)c(=O)c(C#N)c1C (stereo unspecified)	0
COc1ccc([C@H]2CC(=O)C=C(c3ccccc3-c3ccccc3)C2)cc1	2

Reprinted from the part before: 7 entries; new compounds follow.
compound	TbREL1 inh
CC(=O)c1cccc(NC(=O)C2C3CCC(C3)C2C(=O)O)c1 (stereo unspecified)	1
COc1cccc(N2CCN(C(=O)C3C4C=CC5(CN(Cc6ccccc6Cl)C(=O)C35)O4)CC2)c1 (stereo unspecified)	5
O=C(C1CCCN(S(=O)(=O)c2cnc[nH]2)C1)N1CCN(c2ccc(Cl)cc2)CC1 (stereo unspecified)	-6
Cc1nc(N2CCCCC2)c2sc(=S)n(C)c2n1	2
CC1CN(c2cnn(C(C)C)c(=O)c2Cl)CC(C)O1 (stereo unspecified)	3
Cc1nn(CC(=O)NC(=O)NC2CCCC(C)C2C)c(=O)c(C#N)c1C (stereo unspecified)	0
COc1ccc([C@H]2CC(=O)C=C(c3ccccc3-c3ccccc3)C2)cc1	2
CC(C)CCn1nnnc1CN1CCN(c2ccc(F)cc2)CC1	-5
CN1OC[C@@H]2CN(Cc3ccc4c(c3)OCO4)[C@H](c3ccc(N4CCCCC4)cc3)C[C@@H]21	-6
COc1ccccc1CNC(=O)c1cc(-c2cc(F)ccc2OC)n[nH]1	3
CN1CCN(CCCNC(=S)Nc2ccc(F)c(Cl)c2)CC1	6
C=CCOC(=O)C1=C[C@H](c2cn(C(C)=O)c3ccccc23)[C@@H](CCCO)[C@H](OCC)O1	-5
Cc1nc2c(-c3ccc(F)cc3)c(C)nn2c(N2CCOCC2)c1C	-5
Cn1c(CNC(=O)c2ccco2)nnc1SCC(=O)Nc1cccc(F)c1	-2
Cc1cccnc1NC(=O)Nc1cccc(C(F)(F)F)c1	-1
COc1ccc(N2C(=O)C3CCCN3C2c2ccccc2F)cc1 (stereo unspecified)	-3
CCS(=O)(=O)N1CCN(c2ccccn2)CC1	1
Clc1nc(-c2ccccc2)ncc1Oc1ccccc1	2
COc1ccc(-c2nnc(SCC(=O)Nc3ccc(S(=O)(=O)Nc4nccs4)cc3)n2-c2ccc(OC)cc2)cc1	-5

compound	TbREL1 inh
O=C1C2C3c4ccccc4C(c4ccccc43)C2C(=O)N1Cc1cccnc1 (stereo unspecified)	-1
CCn1cc(C(=O)N2CCN(c3ccc(F)cc3)CC2)c2cc(OC)c(OC)cc2c1=O	-2
COc1ccc(C=Nc2cccc3c(=O)[nH][nH]c(=O)c23)c2ccccc12	2
CCn1nc(C)cc1-c1nnc(Sc2ncc([N+](=O)[O-])s2)n1C	-1
Cc1nnc(SCC(=O)Nc2cccc(C(F)(F)F)c2)n1Cc1ccco1	0
CC(C)CCn1c(SC(C)C(=O)NC2CC2)nc2ccccc2c1=O (stereo unspecified)	3
COc1ccc(NC(=O)Cn2c(=O)n(CC3CCCO3)c(=O)c3ccccc32)c(OC)c1 (stereo unspecified)	-1
O=S(=O)(Nc1ccc(O)c(Sc2nc3ccccc3s2)c1)c1cccc2ccccc12	-3
O=C(COC(=O)c1ccc[nH]c1=O)Nc1cc(S(=O)(=O)N2CCCCCC2)ccc1Cl	3
COc1cc(C(=O)Nc2ccc3nc(N4CCOCC4)sc3c2)cc(OC)c1OC	2
COC(=O)c1cc(C#N)c(SCc2ccccc2)nc1C	2
COc1cc(NC(=O)CCN2CCN(Cc3ccccc3)CC2)cc(OC)c1	-1

compound	TbREL1 inh
Cc1ccc2nc(N(CCCN(C)C)C(=O)c3ccc4c(c3)CCCC4)sc2c1	2
CCCCOC(=O)Nc1ccc(N2CCOCC2)cc1	-4
COc1ccc(OCC(=O)N2CCN(C(=O)c3cccc(F)c3)CC2)cc1	3
COc1cc2c(cc1OC)CN(c1ccc(C(F)(F)F)cn1)CC2	4
CCOc1ccc(NC(=O)c2ccccc2OCC(=O)c2ccccc2)cc1	8
NC(=O)C1=C[C@@H](c2coc3ccccc3c2=O)C[C@@H](OCc2ccc(CO)cc2)O1	-2
O=C(CCCN1C(=O)c2ccccc2C1=O)Nc1ccc(S(=O)(=O)N2CCOCC2)cc1	0
CC1(OC(=O)CCc2ccccc2)C(=O)C=C2C=C(c3ccc(C#N)cc3)N(C3CCCC3)C=C2C1=O (stereo unspecified)	-1
c1ccc2oc(-c3ccc4nc[nH]c4c3)nc2c1	2
COc1ccc(NC(=O)COC(=O)c2ccc3c(c2)OCCO3)cc1OC	-1
CCSc1nnc(-c2ccco2)n1C	0
C[C@@H](NC(=O)Cn1cnc2c(OCc3ccccc3)ncnc21)c1cccc2ccccc12	-4

compound	TbREL1 inh
O=S1(=O)N[C@@H](Cc2ccccc2)COc2cc(N3CCN(Cc4ccccc4F)CC3)ccc21	1
COc1cccc(OC)c1C(=O)OCC(=O)N(C)c1ccccc1	0
CN1CCN(C(=O)C23CC4CC(CC(C4)C2)C3)CC1	-2
Cc1cnc(C(=O)OCc2ccc(C#N)cc2)cn1	1
O=C(Nc1ccc(Cl)cc1)c1ccc2c(=O)n3c(nc2c1)CCCCC3	2
Nc1nc(SCc2ccccn2)c2ncn(C3CCCC3)c2n1	4
O=C1c2sc3nc4n(c(=O)c3c2CCC1Br)CCCCC4 (stereo unspecified)	16*
Cc1cccn2c(=O)c3cc(C(=O)NCCCn4ccnc4)n(C)c3nc12	-2
COc1ccc(C2C(C(=O)O)c3ccccc3C(=O)N2Cc2ccco2)cc1 (stereo unspecified)	1
Cc1cccc(Nc2nc(N)nc(-c3oc4ccccc4c3C)n2)c1	2
COc1ccccc1N(CC(=O)NCC1CCCO1)C(=O)CCC(=O)Nc1nccs1 (stereo unspecified)	-2
O=C(Oc1cc(-c2ccccc2)no1)c1ccc(F)cc1	0

compound	TbREL1 inh
CCOC(=O)COc1ccc(C2NC(C(=O)O)CS2)cc1 (stereo unspecified)	0
CN1CCC(OC(=O)C23CCC(C)(C(=O)O2)C3(C)C)CC1 (stereo unspecified)	3
CCCN(CCC)S(=O)(=O)c1nc2nc(C)cc(C)n2n1	-2
O=C(/C=C/c1ccc2c(c1)OCO2)Nc1cc(S(=O)(=O)N2CCOCC2)ccc1N1CCOCC1	-1
O=Cc1coc([B-](F)(F)F)c1	1
CC(C)CN1C(=O)C[C@]2(C(=O)N(C)c3ccc(NC(=O)c4cc(F)ccc4F)cc32)C1c1ccccc1 (stereo partly specified)	0
COCCn1c(=NC(=O)CSCC(=O)N2CCOCC2)sc2cc(C)ccc21	-3
Nc1ccn([C@@H]2O[C@H](C(=O)N[C@H](Cc3ccccc3)C(=O)NCC(F)(F)F)[C@@H](O)[C@H]2O)c(=O)n1	0
COc1ccccc1C(=O)NC(=O)COC(=O)Cn1cnc2c1c(=O)n(C)c(=O)n2C	4
COCCCNC(=S)N/N=C/c1ccc(O)cc1	-5
C=CCNC(=O)/C(C#N)=C/c1ccc(C(=O)O)cc1	5
COc1ccc(NC(=O)CSc2ncnc3c2cnn3Cc2ccccc2)cc1	0

compound	TbREL1 inh
Cn1c(=O)[nH]c(=O)c2c1nc(NCCCn1ccnc1)n2Cc1ccccc1	2
CS(=O)(=O)Nc1ccc(N2CCCCC2)c(Cl)c1	-3
COc1ccc(C(=O)Nc2ccc(S(=O)(=O)N3CCc4ccccc43)cc2)cc1	3
COc1ccc(CNC(=O)c2ccc(NC(=O)CC3SC(N4CCCC4)=NC3=O)cc2)cc1 (stereo unspecified)	3
Cc1ccc(S(=O)(=O)C2CCN(c3nc(-c4cccs4)nc4ccccc34)CC2)cc1	5
O=c1c2ccccc2oc2nc(C3CCCCC3)n(Cc3ccco3)c(=O)c12	6
CCOC(=O)c1c(C)[nH]c(C(=O)COC(=O)CNC(=O)c2ccccc2Cl)c1C	1
Cc1ccsc1C(=O)N1CCCC(C)(C(=O)NS(=O)(=O)C2CC2)C1 (stereo unspecified)	0
CCc1cccc(CC)c1NC(=O)COC(=O)c1ccc2c(c1)S(=O)(=O)c1ccccc1C2=O	-1
N/C(Cc1ccc(Cl)c(Cl)c1)=N\OC(=O)c1ccc(Br)o1	2
CCN(CC)C(=O)CSc1nc2sc3c(c2c(=O)n1CCOC)CCC3	3
CCOC(=O)c1c(C)nc2c(c1-c1cc(OC)ccc1OC)C(=O)c1ccccc1-2	0

Part of the list above, as labelled records:
SMILES: COc1ccc(CNC(=O)c2ccc(NC(=O)CC3SC(N4CCCC4)=NC3=O)cc2)cc1 (stereo unspecified)
  TbREL1 inh = 3
SMILES: CS(=O)(=O)Nc1ccc(N2CCCCC2)c(Cl)c1
  TbREL1 inh = -3

The main list resumes; the 2 compounds before the break are reprinted first.
compound	TbREL1 inh
CCN(CC)C(=O)CSc1nc2sc3c(c2c(=O)n1CCOC)CCC3	3
CCOC(=O)c1c(C)nc2c(c1-c1cc(OC)ccc1OC)C(=O)c1ccccc1-2	0
c1ccc2c(c1)COC(CNC1CCCCC1)OC2	1
CC(=O)c1cccc(S(=O)(=O)Nc2cc(C(F)(F)F)ccc2N2CCOCC2)c1	-3
COCCNC(=O)Cn1c(=O)n(CCC(=O)NCCc2ccccc2)c(=O)c2ccccc21	0
CC1(O)CC(=O)N(c2ccccc2)O1 (stereo unspecified)	1
CCOc1ccc(N2CC(C(=O)NCCc3c[nH]c4ccc(OC)cc34)CC2=O)cc1 (stereo unspecified)	-2
CC1CN(C2CCN(S(=O)(=O)c3ccccc3)CC2)CC(C)O1 (stereo unspecified)	4
Cc1ccc2c3c(cccc13)-c1ccccc1C2=O	1
Cc1ccc2c(c1)N(CC(=O)N1CCCc3ccccc31)C(=O)C(C)O2 (stereo unspecified)	-4
COC(=O)[C@]12CCCCC=C1N(Cc1ccccc1)C(=O)[C@H](CC(=O)NCC1CCCCC1)C2	-3
O=C(COc1ccc(F)cc1)NC1CC1	4
O=C(Nc1nnc(Cc2ccc(F)cc2)s1)Nc1ccccc1F	6
Nc1c(C(=O)CSc2nc3ccccc3o2)c(=O)[nH]c(=O)n1C1CC1	2

compound	TbREL1 inh
Cc1cc(NS(=O)(=O)c2ccc(NC(=O)CSc3nnc(-c4ccncc4)n3-c3ccccc3)cc2)nc(C)n1	-7
CCC(=O)N(CCCN(C)C)c1nc(-c2cc(OC)ccc2OC)cs1	-1
CCC/C(=N/NC(=O)c1ccccc1Cl)c1ccccc1	1
CC(C)C[C@@H](CN1CCC[C@H]1CN1C(=O)C(=O)NC[C@@H]1Cc1ccc(O)cc1)N1C[C@H](Cc2ccc(O)cc2)N(CC2CCCCCC2)C(=O)C1=O	-4
CC(C)CCN1C(=O)c2ccc(C(=O)OCn3nnc4ccccc4c3=O)cc2C1=O	-1
COc1ccc(-n2sc3ccccc3c2=O)cc1	-1
CCn1c(=O)c(C(=O)NNS(=O)(=O)c2ccc(C)cc2)c(O)c2ccccc21	-3
CCc1ccccc1NC(=O)CSc1nc2c(c(-c3ccco3)c1C#N)CCCC2	0
CCN(CC)CCn1c(=O)n(-c2ccc(Cl)cc2)c(=O)c2c3c(sc21)CN(C)CC3	2
COc1cccc(C2CC(c3c(Cl)cccc3Cl)n3nc(N)nc3N2)c1 (stereo unspecified)	0
Cc1ccc(-c2cn3nc(C)c(C)nc3n2)cc1	0
O=C(COc1ccc(S(=O)(=O)N2CCCCC2)cc1)N1CCCC1	3

compound	TbREL1 inh
Cc1nc(NS(=O)(=O)c2ccccc2)sc1C(=O)N/N=C/c1ccccc1	-2
Cn1c(Cn2c(=O)sc3ccccc32)nnc1SCC(=O)Nc1ccc(F)cc1	3
CCOC1=C2CN(S(=O)(=O)c3ccc(C)cc3)[C@H](c3cccc(Cl)c3)C[C@H]2[C@H]2C(=O)N(c3ccccc3)C(=O)[C@H]2C1	0
Cc1nonc1NC(=O)CSc1ccc(-c2ccccc2)nn1	8
CCOC(=O)C(NC=O)(NC(C)(C)C)C(=O)OCC	6
Cc1[nH]c2ccccc2c1CC(=O)Nc1ccc(Oc2cccnc2)cc1	3
COc1ccc(NC(=O)CCCNC(=O)Cn2cnc3sc4c(c3c2=O)CCCC4)c(OC)c1	-2
COc1cc(NC(=O)c2ccc3c(c2)C(=O)N(CCC(C)C)C3=O)c(C(=O)O)cc1OC	7
CN(C)S(=O)(=O)c1cccc(NC(=O)c2cccc(S(=O)(=O)N3CCc4ccccc43)c2)c1	1
CCC(=O)NC1=C(NC(C)c2ccccc2)C(=O)c2ccccc2C1=O (stereo unspecified)	0
Cc1cc(/C=C(\C#N)C(N)=O)c(C)n1-c1ccc(N2CCOCC2)c([N+](=O)[O-])c1	-2
O=C(O)/C=C/C(=O)Nc1ccc2c(c1)NC(=O)CO2	-4
CC(=O)Nc1ccc(S(=O)(=O)N2CCN(CCCOc3ccccc3Cl)CC2)cc1	0
